From PubChem BioAssay
INS-1E rescue: preserves ATP levels in cytokine-treated INS-1E cells; INS-1E cytokine-induced death, ATP luminescence, 48 h; normalised: neutral wells 0, positive control 100; protection from cytokine-induced ATP loss, % at 10 µM; 20,000 compounds, 0.1% hits;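 active = mean replicate protection from cytokine-induced ATP loss at least 50% and at least 75% of replicates each reaching 50%; inconclusive = meets only one of the two criteria, mean or replicate share; inactive = fails both the mean and replicate share criteria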
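assay system = INS-1E rat insulinoma cells | amount = 8000 cells per well | medium = phenol-red-free RPMI with 5% fetal bovine serum | doses = one compound concentration, pin transfer | timing = 48 h cytokine plus compound treatment, 10 min reagent incubation | also added = IL-1β, TNF-α and IFN-γ cytokine mix | signal = CellTiter-Glo luminescence measuring cellular ATP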
T cruzi HTS: intracellular Trypanosoma cruzi inhibition | 22,000 compounds, 4.9% hits | activity score (inhibition), % at 5.01 µM | AID 651903 | intracellular Trypanosoma cruzi in host cells, plate reader; in the data active = activity score above about 55%; inconclusive = no clear call, values can overlap the other calls;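 note: parasites and compound incubated about four days before reading; 0% = median of neutral control wells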
* marks the source's active call; other numbers are inactive results.

`C[C@@H]1CN([C@H](C)CO)C(=O)c2cc(NC(=O)CCC(F)(F)F)ccc2O[C@H]1CN(C)CC1CCCCC1` gave INS-1E rescue 1.2 and T cruzi HTS -13.2.
`COc1ccc(NC(=O)N(C)C[C@@H]2Oc3ccc(NS(=O)(=O)c4cn(C)cn4)cc3CC(=O)N([C@H](C)CO)C[C@H]2C)cc1` gave INS-1E rescue -1.1 and T cruzi HTS 10.1.
Screening C[C@@H]1CN([C@@H](C)CO)C(=O)c2cc(NC(=O)Nc3ccc(F)cc3)ccc2O[C@@H]1CN(C)Cc1ccc(C(=O)Nc2ccccc2N)cc1 returned INS-1E rescue -11.0 and T cruzi HTS 6.7.
`Cc1cc(C(=O)Nc2cccc3c2O[C@H](CN(C)CC2CCCCC2)[C@@H](C)CN([C@@H](C)CO)C3=O)n(C)n1` gave INS-1E rescue -15.8 and T cruzi HTS 31.6.
Screening C[C@H](CO)N1C[C@H](C)[C@H](CN(C)Cc2ccc(C(=O)Nc3ccccc3N)cc2)Oc2ccc(NC(=O)CCN3CCOCC3)cc2C1=O returned INS-1E rescue -1.0 and T cruzi HTS 13.9.
Screening CNC[C@@H]1Oc2c(NC(=O)Nc3ccc(C(F)(F)F)cc3)cccc2C(=O)N([C@@H](C)CO)C[C@H]1C returned INS-1E rescue -2.7 and T cruzi HTS 9.7.
C[C@@H]1CN([C@H](C)CO)C(=O)c2cc(NS(=O)(=O)c3cn(C)cn3)ccc2O[C@@H]1CN(C)C(=O)Nc1ccc(F)cc1 was read as INS-1E rescue -0.8 and T cruzi HTS 5.0.
C[C@@H]1CN([C@@H](C)CO)C(=O)Cc2cc(NS(=O)(=O)c3ccc(Cl)cc3)ccc2O[C@@H]1CN(C)S(=O)(=O)c1ccc(F)cc1 was read as INS-1E rescue -7.4 and T cruzi HTS 51.1.
CNC[C@H]1Oc2ccc(NS(=O)(=O)c3cn(C)cn3)cc2C(=O)N([C@H](C)CO)C[C@@H]1C was read as INS-1E rescue -3.7 and T cruzi HTS -8.6.
COc1ccc(S(=O)(=O)Nc2cccc3c2O[C@@H](CN(C)C(=O)Nc2ccc(F)cc2)[C@@H](C)CN([C@@H](C)CO)C3=O)cc1 was read as INS-1E rescue -0.1 and T cruzi HTS 6.0.
C[C@@H]1CCCCO[C@H](CN(C)C(=O)CCC(F)(F)F)[C@@H](C)CN([C@H](C)CO)C(=O)c2cc(NC(=O)Nc3ccccc3)ccc2O1 was read as INS-1E rescue -4.8 and T cruzi HTS 17.4.
Screening O=C(N/N=C/c1ccc(O)cc1)c1ccccn1 returned INS-1E rescue -9.0 and T cruzi HTS -9.0.

A portion from the list above, for reference:
`C[C@@H]1CN([C@H](C)CO)C(=O)c2cc(NC(=O)CCC(F)(F)F)ccc2O[C@H]1CN(C)CC1CCCCC1` gave INS-1E rescue 1.2 and T cruzi HTS -13.2.
`COc1ccc(NC(=O)N(C)C[C@@H]2Oc3ccc(NS(=O)(=O)c4cn(C)cn4)cc3CC(=O)N([C@H](C)CO)C[C@H]2C)cc1` gave INS-1E rescue -1.1 and T cruzi HTS 10.1.
Screening C[C@@H]1CN([C@@H](C)CO)C(=O)c2cc(NC(=O)Nc3ccc(F)cc3)ccc2O[C@@H]1CN(C)Cc1ccc(C(=O)Nc2ccccc2N)cc1 returned INS-1E rescue -11.0 and T cruzi HTS 6.7.
`Cc1cc(C(=O)Nc2cccc3c2O[C@H](CN(C)CC2CCCCC2)[C@@H](C)CN([C@@H](C)CO)C3=O)n(C)n1` gave INS-1E rescue -15.8 and T cruzi HTS 31.6.
Screening C[C@H](CO)N1C[C@H](C)[C@H](CN(C)Cc2ccc(C(=O)Nc3ccccc3N)cc2)Oc2ccc(NC(=O)CCN3CCOCC3)cc2C1=O returned INS-1E rescue -1.0 and T cruzi HTS 13.9.
Screening CNC[C@@H]1Oc2c(NC(=O)Nc3ccc(C(F)(F)F)cc3)cccc2C(=O)N([C@@H](C)CO)C[C@H]1C returned INS-1E rescue -2.7 and T cruzi HTS 9.7.

Next section:
C[C@H](CO)N1C[C@H](C)[C@@H](CN(C)S(=O)(=O)c2ccc(Cl)cc2)Oc2ccc(NS(=O)(=O)c3cn(C)cn3)cc2C1=O was read as INS-1E rescue 13.4 and T cruzi HTS 8.7.
`C[C@H]1CN([C@@H](C)CO)C(=O)c2cc(NC(=O)CCN3CCOCC3)ccc2O[C@H]1CN(C)S(=O)(=O)c1ccccc1` gave INS-1E rescue -4.9 and T cruzi HTS -6.5.
For C[C@H]1CN([C@@H](C)CO)C(=O)Cc2cc(NS(=O)(=O)c3ccccc3)ccc2O[C@@H]1CN(C)S(=O)(=O)c1ccc(Cl)cc1 the results were INS-1E rescue 5.9 and T cruzi HTS 4.5.
`COc1ccc(NC(=O)Nc2ccc3c(c2)CC(=O)N([C@@H](C)CO)C[C@H](C)[C@@H](CN(C)S(=O)(=O)c2cn(C)cn2)O3)cc1` gave INS-1E rescue 14.9 and T cruzi HTS -31.2.
`COC(=O)CCCCCCC(=O)N/N=C/c1cc(O)ccc1O` gave INS-1E rescue 31.3 and T cruzi HTS -16.0.
O=C(CCCCCCC(=O)Nc1ccccc1O)N/N=C/c1ccccc1C(=O)O was read as INS-1E rescue -3.1 and T cruzi HTS -13.1.
Screening C[C@@H]1CN([C@@H](C)CO)C(=O)c2cccc(NS(=O)(=O)c3cccs3)c2O[C@H]1CN(C)Cc1ccc(Oc2ccccc2)cc1 returned INS-1E rescue 10.2 and T cruzi HTS 1.9.
C[C@@H]1CN([C@@H](C)CO)C(=O)Cc2cc(NS(=O)(=O)c3ccc(F)cc3)ccc2O[C@@H]1CN(C)Cc1ccc(Oc2ccccc2)cc1 was read as INS-1E rescue -25.1 and T cruzi HTS 75.1*.
C[C@@H]1CN([C@H](C)CO)C(=O)Cc2cc(NC(=O)Nc3ccc4c(c3)OCO4)ccc2O[C@H]1CN(C)Cc1ccc(C(=O)O)cc1 was read as INS-1E rescue -3.3 and T cruzi HTS -10.7.
`COc1ccc(NC(=O)Nc2cccc3c2O[C@H](CN(C)Cc2ccccc2)[C@@H](C)CN([C@H](C)CO)C3=O)cc1` gave INS-1E rescue -11.6 and T cruzi HTS 10.6.
For Cc1noc(C)c1S(=O)(=O)N(C)C[C@@H]1Oc2ccc(NC(=O)Nc3ccc(F)cc3)cc2CC(=O)N([C@H](C)CO)C[C@@H]1C the results were INS-1E rescue -0.6 and T cruzi HTS -27.0.
`C[C@@H]1CN([C@@H](C)CO)C(=O)c2cc(NC(=O)CCN3CCOCC3)ccc2O[C@@H]1CN(C)Cc1ccc(-c2ccccc2)cc1` gave INS-1E rescue -5.6 and T cruzi HTS -9.4.
Screening C[C@@H]1CN([C@@H](C)CO)C(=O)Cc2cc(NS(=O)(=O)c3cccs3)ccc2O[C@@H]1CN(C)C(=O)Nc1cccc2ccccc12 returned INS-1E rescue 4.1 and T cruzi HTS 1.2.
`C[C@@H]1CN([C@H](C)CO)C(=O)c2cc(NC(=O)CCCN(C)C)ccc2O[C@@H]1CN(C)C` gave INS-1E rescue 5.1 and T cruzi HTS -10.1.
COc1ccc(CN(C)C[C@@H]2Oc3ccc(NC(=O)CCN4CCOCC4)cc3CC(=O)N([C@H](C)CO)C[C@H]2C)cc1 was read as INS-1E rescue 1.1 and T cruzi HTS -14.7.
C[C@H](CO)N1C[C@H](C)[C@@H](CN(C)C(=O)Nc2ccc(C(F)(F)F)cc2)Oc2c(NS(=O)(=O)c3ccc(F)cc3)cccc2C1=O was read as INS-1E rescue 14.8 and T cruzi HTS -14.2.
For C[C@@H]1CN([C@@H](C)CO)C(=O)c2cc(NC(=O)NC3CCCCC3)ccc2O[C@H]1CN(C)C(=O)Nc1cccc2ccccc12 the results were INS-1E rescue -1.7 and T cruzi HTS -2.9.
Screening COc1ccc(NC(=O)N(C)C[C@H]2Oc3ccc(NS(=O)(=O)c4ccc(F)cc4)cc3C(=O)N([C@H](C)CO)C[C@H]2C)cc1 returned INS-1E rescue 1.9 and T cruzi HTS 2.6.
Screening C[C@@H]1CN([C@@H](C)CO)C(=O)c2cc(NS(=O)(=O)c3ccccc3)ccc2O[C@@H]1CN(C)C(=O)Nc1ccc(F)cc1 returned T cruzi HTS -1.3.
For C[C@@H]1CN([C@H](C)CO)C(=O)c2cccc(NC(=O)c3nc4ccccc4s3)c2O[C@H]1CN(C)Cc1ccc(Oc2ccccc2)cc1 the results were INS-1E rescue -42.6 and T cruzi HTS inconclusive.
For C[C@H](CO)N1C[C@H](C)[C@@H](CN(C)Cc2ccc(Cl)c(Cl)c2)Oc2ccc(NC(=O)CCN3CCOCC3)cc2C1=O the results were INS-1E rescue -5.1 and T cruzi HTS 51.6.
Screening Cc1noc(C)c1NC(=O)Nc1cccc2c1O[C@H](CN(C)Cc1ccncc1)[C@@H](C)CN([C@@H](C)CO)C2=O returned INS-1E rescue 4.0 and T cruzi HTS -18.0.
Cc1ccc(S(=O)(=O)Nc2ccc3c(c2)C(=O)N([C@H](C)CO)C[C@@H](C)[C@@H](CN(C)Cc2ccncc2)O3)cc1 was read as INS-1E rescue -4.8 and T cruzi HTS -9.2.
For C[C@@H]1CN([C@H](C)CO)C(=O)c2cccc(NC(=O)Nc3ccc4c(c3)OCO4)c2O[C@@H]1CN(C)Cc1ccc(C(F)(F)F)cc1 the results were INS-1E rescue -10.9 and T cruzi HTS 15.4.
Screening Cc1noc(C)c1NC(=O)Nc1cccc2c1O[C@@H](CN(C)Cc1ccc(Cl)c(Cl)c1)[C@H](C)CN([C@@H](C)CO)C2=O returned INS-1E rescue 0.6 and T cruzi HTS 10.7.
For C[C@@H]1CCCCO[C@@H](CN(C)S(C)(=O)=O)[C@@H](C)CN([C@H](C)CO)C(=O)c2cc(NS(=O)(=O)c3ccc(Cl)cc3)ccc2O1 the results were INS-1E rescue 3.7 and T cruzi HTS 4.2.
For C[C@H](CO)N1C[C@H](C)[C@@H](CN(C)C(=O)Nc2ccc(C(F)(F)F)cc2)Oc2c(NC(=O)Nc3ccc4c(c3)OCO4)cccc2C1=O the results were INS-1E rescue -0.5 and T cruzi HTS -12.1.
`CC(C)NC(=O)Nc1cccc2c1O[C@H](CN(C)Cc1ccncc1)[C@H](C)CN([C@H](C)CO)C2=O` gave INS-1E rescue 5.7 and T cruzi HTS -11.7.
`C[C@H](CO)N1C[C@H](C)[C@H](CN(C)Cc2ccc(Oc3ccccc3)cc2)Oc2c(NC(=O)Nc3ccccc3)cccc2C1=O` gave INS-1E rescue -30.1 and T cruzi HTS 30.0.
For C[C@@H]1CCCCO[C@H](CN(C)Cc2ccc(Cl)c(Cl)c2)[C@@H](C)CN([C@H](C)CO)C(=O)c2cc(NS(=O)(=O)c3cccs3)ccc2O1 the results were INS-1E rescue -24.2 and T cruzi HTS 17.3.
C[C@@H]1CN([C@@H](C)CO)C(=O)c2cccc(NC(=O)Nc3ccc(F)cc3)c2O[C@@H]1CN(C)C(=O)NC1CCCCC1 was read as INS-1E rescue 8.9 and T cruzi HTS -5.0.
Screening C[C@@H]1CN([C@H](C)CO)C(=O)Cc2cc(NC(=O)Cc3ccccc3)ccc2O[C@@H]1CN(C)S(=O)(=O)c1ccc(F)cc1 returned INS-1E rescue -0.2 and T cruzi HTS 15.5.
C[C@H]1CN([C@@H](C)CO)C(=O)c2cccc(NC(=O)c3ccc(-c4nccs4)cc3)c2O[C@@H]1CN(C)S(=O)(=O)c1ccccc1 was read as INS-1E rescue 13.7 and T cruzi HTS 7.2.
C[C@H]1CN([C@@H](C)CO)C(=O)c2cccc(NC(=O)C3CCOCC3)c2O[C@@H]1CN(C)Cc1ccc(-c2ccccc2)cc1 was read as INS-1E rescue -6.5 and T cruzi HTS 0.5.
Screening C[C@@H]1CCCCO[C@H](CN(C)CC2CCCCC2)[C@@H](C)CN([C@H](C)CO)C(=O)c2cc(NC(=O)Nc3ccc(F)cc3)ccc2O1 returned INS-1E rescue -23.3 and T cruzi HTS 66.8*.
`COc1ccc(S(=O)(=O)Nc2ccc3c(c2)CC(=O)N([C@@H](C)CO)C[C@@H](C)[C@@H](CN(C)Cc2ccc4c(c2)OCO4)O3)cc1` gave INS-1E rescue -4.2 and T cruzi HTS 3.9.
Cc1ccc(S(=O)(=O)Nc2cccc3c2O[C@@H](CN(C)C(=O)Nc2ccc(C(F)(F)F)cc2)[C@@H](C)CN([C@@H](C)CO)C3=O)cc1 was read as INS-1E rescue -9.5 and T cruzi HTS 21.3.
Screening C[C@@H]1CN([C@H](C)CO)C(=O)c2cccc(N(C)C)c2O[C@@H]1CN(C)C(=O)Nc1cccc2ccccc12 returned INS-1E rescue 4.7 and T cruzi HTS -13.4.
Screening C[C@@H]1CN([C@H](C)CO)C(=O)CCCn2cc(nn2)CO[C@@H]1CN(C)S(=O)(=O)c1ccc(-c2ccccc2)cc1 returned T cruzi HTS 1.2.
Screening Cc1ccc(S(=O)(=O)Nc2ccc3c(c2)C(=O)N([C@@H](C)CO)C[C@H](C)[C@H](CN(C)S(=O)(=O)c2ccc(Cl)cc2)O3)cc1 returned INS-1E rescue -9.3 and T cruzi HTS 37.1.
`Cc1noc(C)c1S(=O)(=O)Nc1ccc2c(c1)CC(=O)N([C@@H](C)CO)C[C@@H](C)[C@@H](CN(C)C(=O)Nc1ccccc1)O2` gave INS-1E rescue 18.4 and T cruzi HTS 9.5.
`C[C@@H]1CN([C@@H](C)CO)C(=O)c2cccc(NC(=O)C3CCOCC3)c2O[C@H]1CN(C)Cc1ccc2c(c1)OCO2` gave INS-1E rescue -0.1 and T cruzi HTS 0.7.
For CNC[C@@H]1OCc2cn(nn2)CCCC(=O)N([C@H](C)CO)C[C@H]1C the results were T cruzi HTS -18.0.
NC(=O)COc1ccc(/C=N/NC(=O)c2ccccn2)cc1 was read as INS-1E rescue -8.4 and T cruzi HTS -7.4.

These rows are one share of the data, so the mix of outcomes need not match the whole.
